Screens from PubChem.
FAS TE block: FAS thioesterase (human) inhibition; actives 0.67% (n = 360,000); P49327; recombinant FAS-TE, OMFH fluorogenic substrate, fluorescence endpoint; AID 602261; inhibition, % at 15 µM;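 active = compounds whose normalised, plate-corrected inhibition of enzyme fluorescence in the single-dose primary screen is 50% or more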;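 note: 0% = DMSO with enzyme and 100% = substrate without enzyme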
E coli Lon inh: inhibits E. coli Lon protease. P0A9M0. purified E. coli Lon protease, fluorescence polarization. inhibition, % at 7.94 µM. actives 0.42% (n = 360,000); in the data active = inhibition above about 13%, passing the limit was not always enough;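 note: 0% = enzyme with probe and DMSO and 100% = no enzyme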
Neddylation inh: cullin neddylation inhibition; calls only at 25 µM; P61081+Q13564; actives 0.58% (n = 360,000); TR-FRET cullin neddylation, biochemical; in the data active = inhibition above about 36%
MsrA act: activates bovine MsrA enzyme. purified bovine MsrA, absorbance read-out. activation, % at 10.6 µM. actives 0.3% (n = 360,000); in the data active = activation above about 7.5%;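 note: 0% = vehicle and 100% = reference activator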
Rin1-Abl PPI inh: human Rin1-Abl interaction inhibition. P00519+Q13671. TR-FRET Rin1/Abl binding, biochemical. inhibition, % at 7.35 µM. actives 0.4% (n = 360,000). AID 588664; in the data active = inhibition above about 5%, passing the limit was not always enough
CendR NRP1 mod: alters CendR peptide binding to human NRP-1 | actives 0.85% (n = 360,000) | inhibition, % at 25 µM | FAM-RPARPAR peptide binding to NRP-1, fluorescence polarization | O14786;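 active = inhibition or corrected inhibition above about 18%, plus a signal ratio from 0.5 to 1.5, limit read from the data, passing the limit was not always enough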; note: strong numbers were not always called active
SKN-1 block: C. elegans SKN-1 inhibition; inhibition, % at 21.8 µM; actives 0.49% (n = 360,000); C. elegans VP596 Pgst-4::GFP/RFP ratio, acrylamide-induced, 24 h;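 active = interference check ratio from 0.5 to 1.5 plus GFP to RFP signal ratio inhibition reaching or exceeding a fixed threshold, cut at about 30% in these data, passing the limit was not always enough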; note: some compounds called inactive have numbers as strong as hits
PABP1 MLLE inh: blocks PAM2 peptide binding to the PABP1 MLLE domain. inhibition, % at 20 µM. P11940. actives 0.36% (n = 360,000). GST-MLLE / FITC-PAM2 fluorescence polarization; in the data active = inhibition above about 35%, passing the limit was not always enough;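 note: plate controls were DMSO wells with GST-MLLE for no effect and wells lacking GST-MLLE protein for full effect; some results filed as inactive read as strong as hits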
MT1-MMP act inh: blocks activation of human MT1-MMP. P50281. HT1080 RFP-PRO-GFP cells, GFP/RFP ratio fluorescence, overnight; percent of plate control window, DMSO zero. GFP/RFP ratio change, % at 20 µM. actives 0.061% (n = 360,000);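 active = GFP/RFP ratio change of at least 30% with cell ATP level not reduced by more than half and red fluorescence within 50% of control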; note: strong numbers were not always called active
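Read-out: GFP/RFP fluorescence ratio; Test system: RFP-PRO-GFP reporter HT1080 cells; Compound dosing: single-point 20 µM compound, 1% DMSO; Times: overnight compound exposure at 37 °C.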
Numbers without * were called inactive; i = inactive; nt = not tested or not shown; + = active, no number.

cpd | smiles | MT1-MMP act inh | CendR NRP1 mod | E coli Lon inh | Rin1-Abl PPI inh | PABP1 MLLE inh | SKN-1 block | FAS TE block | Neddylation inh | MsrA act
1 | COc1ccccc1NC(=O)NC1(C(=O)N2CCOCC2)CCCCC1 | -1 | 3 | 7 | 0 | 11 | 6 | -4 | i | -2
2 | Cc1cc(-c2ccco2)n(CC(=O)NCCN(C)C)n1 | -1 | -3 | 0 | 1 | -3 | -14 | -7 | i | -8
3 | Cc1cc(C(=O)CN2C(=O)C(=O)N(Cc3ccccc3)C2=O)c(C)n1Cc1ccccc1 | -2 | -9 | 0 | 0 | -8 | 3 | 28 | i | -2
4 | COc1cc(CN2CCSCC2)c([N+](=O)[O-])cc1OC | -6 | -1 | 7 | 1 | 6 | 1 | -6 | i | -6
5 | CCOC(=O)Cn1c(=NC(=O)CSC(C)=O)sc2cc(OC)ccc21 | 7 | 1 | -6 | -4 | 23 | -20 | 3 | i | -10
6 | O=S(=O)(Cc1cccc(C(F)(F)F)c1)c1ncn[nH]1 | 1 | 7 | -3 | -1 | -4 | 4 | -8 | i | -3
7 | Cc1cc(C)c(-c2cc(NC(=O)COC(=O)c3ccc(NC(=O)CC#N)cc3)n(-c3ccccc3)n2)cc1C | 1 | -10 | 15 | -3 | -7 | 2 | 22 | i | 1
8 | C[C@@H]1CN([C@H](C)CO)C(=O)CCCn2nncc2CO[C@H]1CN(C)C(=O)OCc1ccccc1 | 0 | 4 | -4 | -3 | 8 | -6 | -11 | i | -3
9 | CCNc1cc(=O)n(C)c(=O)n1C | 0 | -13 | -1 | -2 | 4 | -16 | -5 | i | -4
10 | Cc1cc(C)cc(-n2ccn(CC(=O)NCCc3ccccc3)c(=O)c2=O)c1 | 3 | -7 | 3 | -6 | 7 | -13 | -5 | i | -7
11 | CC(=O)N1CCc2c(sc(NC(=O)c3ccc([N+](=O)[O-])o3)c2C#N)C1 | 11 | 4 | -4 | -5 | 27 | -3 | 9 | i | -16
12 | O=C(Cn1c(/C=C/c2ccccc2)nc2ccccc21)Nc1ccc(F)cc1 | 14 | 3 | -11 | -8 | 0 | 6 | 16 | nt | -1
13 | CCn1nnc(-c2ccccc2NC(=O)C(F)(F)F)n1 | 1 | -10 | 2 | 2 | 15 | 2 | -3 | i | -2
14 | COc1ccc(Nc2nc(N)nc(CSC(=S)N3CCCCC3C)n2)cc1 (configuration not stated) | 5 | -5 | 1 | 1 | -14 | 4 | 18 | i | -3
15 | CN1CCN(C(=O)C2=C[C@H](c3ccccc3)C[C@H](OCc3ccc(CO)cc3)O2)CC1 | -4 | 8 | -13 | 2 | -5 | 5 | -8 | i | 0
16 | CC(CCCC(C)(C)O)NCc1cn[nH]c1-c1ccc2c(c1)OCO2 (configuration not stated) | 1 | -4 | -6 | 1 | 4 | -3 | -4 | i | -5
17 | CCc1c(C)nc(N2CCOCC2)[nH]c1=O | -5 | -5 | -4 | -1 | -5 | -9 | -7 | i | -5
18 | CCOc1cccc(CN2CCCC(CCC(=O)NCc3ccccc3F)C2)c1O (configuration not stated) | 1 | 7 | 1 | 1 | 8 | -9 | -3 | i | -4
19 | Cn1cnnc1SCC(=O)N1CCc2ccccc21 | -4 | -9 | 0 | -2 | 2 | 2 | -2 | i | 0
20 | Cc1nnsc1C(=O)NC(C)c1ccccc1 (configuration not stated) | -1 | -14 | -14 | 0 | -1 | 7 | -11 | i | 3
21 | O=C(N/N=C/c1ccc[nH]1)c1ccc(Cl)cc1 | 0 | -3 | 5 | 1 | -8 | 2 | -5 | i | -10
22 | Cc1sc2ncnc(NCCCO)c2c1C | 0 | -6 | -4 | 2 | 4 | 5 | -5 | i | -2
23 | COc1ccc2oc(-c3ccco3)cc(=O)c2c1 | -6 | 13 | -1 | -2 | -14 | 26 | 0 | nt | -2
24 | Cn1cc(C(=O)NC2CCCCCC2)c(=O)c2cc(S(=O)(=O)N3CCCC3)ccc21 | 0 | -4 | 6 | -4 | 0 | 12 | 6 | i | -4
25 | CCNC(=O)Cc1c(OC)ccc2cc(Br)ccc12 | 1 | -1 | -12 | -9 | -1 | 2 | -6 | i | -2
26 | O=c1c(Cc2c(F)cccc2Cl)c(O)ccn1CCCn1ccnc1 | -2 | -7 | 3 | 1 | 2 | 2 | -8 | i | -4
27 | Cc1ccc(C)c(NC(=S)N2CCN(S(=O)(=O)c3ccccc3)CC2)c1 | 0 | -1 | 7 | -2 | -68 | -2 | 1 | i | -7
28 | COc1cccc(CN(Cc2cccnc2)S(=O)(=O)c2ccc(-n3cnnn3)c(C)c2)c1OC | -3 | -8 | -1 | 3 | -4 | 13 | -1 | i | -2
29 | Cc1ccc(C(=O)C[n+]2ccc(Cc3ccccc3)cc2)cc1 | -5 | -8 | -5 | -2 | 6 | 2 | -2 | i | -2
30 | OC[C@@H]1CN(Cc2ccc(Cl)cc2)C[C@H](n2cnc3c(Nc4ccccc4)ncnc32)O1 | 8 | -10 | 3 | -3 | 2 | 2 | 0 | + | -2

Rewritten with values under each structure: part of the list above
Values run as follows: MT1-MMP act inh | CendR NRP1 mod | E coli Lon inh | Rin1-Abl PPI inh | PABP1 MLLE inh | SKN-1 block | FAS TE block | Neddylation inh | MsrA act
15) CN1CCN(C(=O)C2=C[C@H](c3ccccc3)C[C@H](OCc3ccc(CO)cc3)O2)CC1
    -4 | 8 | -13 | 2 | -5 | 5 | -8 | i | 0
1) COc1ccccc1NC(=O)NC1(C(=O)N2CCOCC2)CCCCC1
    -1 | 3 | 7 | 0 | 11 | 6 | -4 | i | -2
23) COc1ccc2oc(-c3ccco3)cc(=O)c2c1
    -6 | 13 | -1 | -2 | -14 | 26 | 0 | nt | -2

5 entries picked at random from those above, as already listed:
cpd | smiles | MT1-MMP act inh | CendR NRP1 mod | E coli Lon inh | Rin1-Abl PPI inh | PABP1 MLLE inh | SKN-1 block | FAS TE block | Neddylation inh | MsrA act
22 | Cc1sc2ncnc(NCCCO)c2c1C | 0 | -6 | -4 | 2 | 4 | 5 | -5 | i | -2
3 | Cc1cc(C(=O)CN2C(=O)C(=O)N(Cc3ccccc3)C2=O)c(C)n1Cc1ccccc1 | -2 | -9 | 0 | 0 | -8 | 3 | 28 | i | -2
16 | CC(CCCC(C)(C)O)NCc1cn[nH]c1-c1ccc2c(c1)OCO2 (configuration not stated) | 1 | -4 | -6 | 1 | 4 | -3 | -4 | i | -5
10 | Cc1cc(C)cc(-n2ccn(CC(=O)NCCc3ccccc3)c(=O)c2=O)c1 | 3 | -7 | 3 | -6 | 7 | -13 | -5 | i | -7
29 | Cc1ccc(C(=O)C[n+]2ccc(Cc3ccccc3)cc2)cc1 | -5 | -8 | -5 | -2 | 6 | 2 | -2 | i | -2

Later entries.
cpd | smiles | MT1-MMP act inh | CendR NRP1 mod | E coli Lon inh | Rin1-Abl PPI inh | PABP1 MLLE inh | SKN-1 block | FAS TE block | Neddylation inh | MsrA act
31 | CCc1ccc(NC(=O)Nc2ccsc2C(=O)OC)cc1 | -4 | 0 | 5 | 1 | -3 | 20 | 22 | i | -2
32 | CCCN1CCN(CCCNC(=O)c2ccccc2NC(=O)C2=C(C)OCCS2)CC1 | 0 | 2 | 3 | 0 | 5 | 12 | -2 | i | -8
33 | COc1ccc(C(C)=O)cc1COC(=O)Cc1cc(OC)c(OC)c(OC)c1 | 1 | 2 | -4 | 2 | -9 | 18 | -1 | i | 5
34 | NC(=O)C1CCN(C(=O)c2ccc(NS(=O)(=O)c3ccc(Br)s3)cc2)CC1 | 1 | -1 | 5 | -6 | -7 | 6 | -6 | i | -9
35 | O=C(CN(C(=O)c1csnn1)c1cccc2ccccc12)NC1CCCC1 | 0 | 6 | -9 | 5 | 8 | 3 | -7 | i | -4
36 | Cc1sc2nc(C3CCCCC3)nc(SCC(=O)N3CC(=O)Nc4ccccc43)c2c1C | -21 | -4 | -10 | -1 | -1 | 8 | 31 | i | -4
37 | CSCCC(c1nc2ccccc2[nH]1)n1c(=O)c(-c2cc3ccccc3[nH]2)nc2ccccc21 (configuration not stated) | 4 | 5 | nt | nt | nt | 8 | nt | nt | nt
38 | Cc1coc2c1C(=O)C(=O)c1c-2ccc2c(C)cccc12 | 10 | 16 | -10 | 6 | -1 | -4 | 74* | i | 2
39 | O=C(CSc1nc2c(sc3ccccc32)c(=O)n1CCO)NCc1ccco1 | -2 | -7 | -1 | -7 | -16 | 10 | -4 | i | -3
40 | O=C(CCN1C(=O)/C(=C/c2ccc(F)cc2)SC1=S)NNC(=O)c1ccncc1 | 1 | 13 | -1 | 0 | 29 | -4 | 1 | i | -4
41 | CCN1CCN(C(=O)c2cc3cc(F)ccc3[nH]2)CC1 | 1 | 0 | 3 | -1 | -3 | 1 | -4 | i | -8
42 | S=c1[nH]nc(-c2cccnc2)n1Cc1ccccc1 | 3 | 2 | -5 | 0 | -17 | -1 | -7 | i | 1
43 | CCN(CC)C(=O)C(=O)c1cccn1-c1ccc(C#N)cc1 | -9 | -9 | -1 | -4 | 0 | -1 | -4 | i | -3
44 | CC12COC3(C(=O)NCCc4ccccc4)CC1CCC32C (configuration not stated) | -2 | -1 | -12 | 1 | 3 | 7 | -12 | i | -4
45 | CCCn1c(N)c(C(=O)CSc2nnc(N)s2)c(=O)[nH]c1=O | 3 | -2 | -4 | -2 | 7 | -14 | -4 | i | -9
46 | COc1ccc(/C=C/CN2CCCC(C(=O)c3cc(F)ccc3F)C2)cc1 (configuration not stated) | 1 | -4 | -1 | -3 | 2 | 10 | -5 | i | -1
47 | COc1cc(C2CC(=O)Oc3c(C(CCN4CCN(c5ccccc5)CC4)c4ccc(N(C)C)cc4)c(OC)cc(OC)c32)cc(OC)c1OC (configuration not stated) | 6 | 11 | -5 | 0 | -1 | -13 | 32 | i | 0
48 | CCOC(=O)c1sc(-c2ccccc2)nc1C | 8 | 11 | 7 | 4 | -10 | 21 | 5 | i | -3
49 | COC(=O)c1cc(=O)n2c(-c3ccccc3)csc2n1 | 1 | 3 | -5 | -1 | 2 | 9 | -7 | i | -2
50 | c1ccc(-c2nnn(C34CC5CC(CC(C5)C3)C4)n2)cc1 | 0 | 6 | -6 | 2 | 12 | 29 | 21 | i | 0
51 | CCC(C)(C)C1CCC2(CC1)NC(=O)N(CC(=O)N(C)Cc1ccc3c(c1)OCCO3)C2=O (configuration not stated) | 0 | -8 | -11 | -1 | -3 | 1 | 18 | i | -2
52 | NC(=O)CSc1nc(-c2ccccc2)nc2ccccc12 | -6 | -6 | 7 | -17 | 0 | 5 | -1 | i | 0
53 | NS(=O)(=O)c1cc2c(cc1Cl)NC(Cc1ccccc1)NS2(=O)=O (configuration not stated) | -2 | 4 | 3 | 2 | -7 | 19 | -2 | i | -5
54 | COc1ccccc1C(=O)N(CCN(C)C)c1nc2cc(C)cc(C)c2s1 | -4 | 2 | 0 | -1 | 16 | -6 | -2 | i | -3
55 | COC(=O)[C@]12CCCCC=C1N(Cc1cccc3ccccc13)C(=O)[C@H](CC(=O)N1CCN(C(=O)c3ccco3)CC1)C2 | 2 | -3 | 2 | nt | nt | -3 | 5 | i | -2

Complete entries as entered above. Order of values: MT1-MMP act inh | CendR NRP1 mod | E coli Lon inh | Rin1-Abl PPI inh | PABP1 MLLE inh | SKN-1 block | FAS TE block | Neddylation inh | MsrA act
Shown for NC(=O)CSc1nc(-c2ccccc2)nc2ccccc12 → -6 | -6 | 7 | -17 | 0 | 5 | -1 | i | 0
Shown for O=C(CSc1nc2c(sc3ccccc32)c(=O)n1CCO)NCc1ccco1 → -2 | -7 | -1 | -7 | -16 | 10 | -4 | i | -3

Outcome played no part in choosing rows; overall some 4% were active at least once.
